Bioassay records: PubChem BioAssay, National Center for Advancing Translational Sciences (NCATS)
HT1080 IDH1KD tx: kills HT-1080 cells with IDH1 knockdown; HT-1080 IDH1 knockdown viability, ATP luminescence, 48 h; Potency, µM (doses to about 46.1 µM), for inactives: top-dose activity, negative = toxicity, hits mostly cytotoxic; 360,000 tested, 2% active;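 note: potency is the fitted concentration of half-maximal effect; 0% = DMSO wells and -100% = cell-free medium wells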
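HT-1080-IDH1KD cells (IDH1 knocked down), 750/well in RPMI with 5% FBS, treated with compound 48 h at 37 degrees C. Viability by CellTiter-Glo luminescence, normalised to DMSO and no-cell wells; concentration-response curves classed.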
SW480 rereplic: DNA re-replication induction in SW480 cells; AID 624297; SW480 DNA re-replication, Hoechst DNA content imaging, 48 h; 340,000 tested, 1.8% active; Potency, µM (titrated, usually from 46.1 µM), inactives show at the highest dose re-replication activation, hits mostly activators; note: potency is the fitted concentration of half-maximal effect; % of control where 0% means no effect; nearly all actives have a fitted effect of over 55% in size
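DNA re-replication was detected as more nuclei of elevated Hoechst intensity after 48 hr exposure to compound (23 nL pinned per well of 250 cells).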
ATXN2 expr inh: ATXN2 expression inhibition; AID 1745845; 360,000 tested, 0.72% active; Potency, µM (titrated, usually from 57 µM), inactives show top-dose activity change, negative = inhibition, most hits filed as inhibitors; HEK-293 ATXN2-luciferase reporter, luminescence, 24 h; note: potency is the fitted concentration of half-maximal effect; % is set by controls: 0 for no effect and ±100 for the full control effect; nearly all actives have a fitted effect of over 55% in size
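ATXN2-luciferase reporter cells (luciferase flanked by upstream and downstream ATXN2 gene portions) were treated 24 h at 37 °C with compounds at up to 57 uM. SteadyGlo luminescence gave expression; GF-AFC fluorescence gave viability.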
KB-3-1 tox: KB-3-1 parental cell cytotoxicity; KB-3-1 viability, CellTiter-Glo ATP luminescence, 72 h; Potency, µM (top dose mostly 46.1 µM), inactives show at the highest dose activity change, negative = cytotoxic, usual class: cytotoxic; 400,000 tested, 1.4% active; AID 1347075; note: potency is the fitted concentration of half-maximal effect; % is set by controls: 0 for no effect and ±100 for the full control effect; nearly all actives have a fitted effect of over 60% in size
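Multi-concentration cytotoxicity screen in KB-3-1 cells grown in DMEM lacking phenol red with 10% FBS. After 72 h at 37 °C with compound, ATP-dependent luminescence was recorded.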
KB-V1 cytotox: KB-V1 MDR subline cytotoxicity. KB-V1 MDR cells viability, CellTiter-Glo, 72 h. Potency, µM (highest dose often 46.1 µM), for the others: at the top dose activity change, negative = cytotoxicity, hits mostly cytotoxic. 400,000 tested, 3.4% active. AID 1347076; note: potency is the fitted concentration of half-maximal effect; % is set by controls: 0 for no effect and ±100 for the full control effect; nearly all actives have a fitted effect of over 60% in size
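Luminescent ATP read-out (CellTiter-Glo, 10 min) measures survival of drug-selected KB-V1 MDR cells after 72 h, 37 degrees C compound exposure. Medium: phenol-red-free DMEM, 10% FBS. Values from fitted concentration-response curves.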
IL-1B inflam inh: inflammasome signaling inhibition, IL-1 beta readout; THP-1 LPS/ATP IL-1B secretion, AlphaLISA, 16 h; hits give low values; activity change, % at 57.5 µM; 360,000 tested, 4.7% active; in the data active = activity change below about -50%; inconclusive = mostly about -30% to -49%; note: % is set by controls: 0 for no effect and ±100 for the full control effect
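Secreted IL-1B measured by AlphaLISA bead assay after 16 h compound exposure of THP-1 cells; compounds (final up to 57.5 uM) added 1 h before LPS (250 ng/mL) and ATP (1.25 mM) stimulation; lower signal means less secretion.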
HT1080NT lethal: kills 2HG-producing HT-1080-NT fibrosarcoma cells | Potency, µM (highest dose often 46.1 µM), for inactives: at the top dose activity, negative = less viability, most hits filed as cytotoxic | 360,000 tested, 1.6% active | HT-1080-NT fibrosarcoma viability, CellTiter-Glo ATP luminescence, 48 h;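 note: NT is the 2HG producing partner of a matched IDH1 knockdown line; potency is the fitted concentration of half-maximal effect; 0% = DMSO-treated cells and -100% = media-only wells without cells; nearly all actives have a fitted effect of over 55% in size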
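Fibrosarcoma NT cells, 750 per well in 5% FBS RPMI, were exposed to compound for 48 hours. Viability: CellTiter-Glo luminescence.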
WRN helicase inh: blocks human WRN helicase | 360,000 tested, 0.46% active | AID 651768 | Potency, µM (doses to about 114 µM), without a hit: at the highest dose activity change, negative = inhibition, usual class: inhibitors | WRN helicase unwinding, fluorescent forked duplex, kinetic; note: potency is the fitted concentration of half-maximal effect; % is set by controls: 0 for no effect and ±100 for the full control effect; nearly all actives have a fitted effect of over 55% in size
Target sequence (Q14191 whole entry, looked up): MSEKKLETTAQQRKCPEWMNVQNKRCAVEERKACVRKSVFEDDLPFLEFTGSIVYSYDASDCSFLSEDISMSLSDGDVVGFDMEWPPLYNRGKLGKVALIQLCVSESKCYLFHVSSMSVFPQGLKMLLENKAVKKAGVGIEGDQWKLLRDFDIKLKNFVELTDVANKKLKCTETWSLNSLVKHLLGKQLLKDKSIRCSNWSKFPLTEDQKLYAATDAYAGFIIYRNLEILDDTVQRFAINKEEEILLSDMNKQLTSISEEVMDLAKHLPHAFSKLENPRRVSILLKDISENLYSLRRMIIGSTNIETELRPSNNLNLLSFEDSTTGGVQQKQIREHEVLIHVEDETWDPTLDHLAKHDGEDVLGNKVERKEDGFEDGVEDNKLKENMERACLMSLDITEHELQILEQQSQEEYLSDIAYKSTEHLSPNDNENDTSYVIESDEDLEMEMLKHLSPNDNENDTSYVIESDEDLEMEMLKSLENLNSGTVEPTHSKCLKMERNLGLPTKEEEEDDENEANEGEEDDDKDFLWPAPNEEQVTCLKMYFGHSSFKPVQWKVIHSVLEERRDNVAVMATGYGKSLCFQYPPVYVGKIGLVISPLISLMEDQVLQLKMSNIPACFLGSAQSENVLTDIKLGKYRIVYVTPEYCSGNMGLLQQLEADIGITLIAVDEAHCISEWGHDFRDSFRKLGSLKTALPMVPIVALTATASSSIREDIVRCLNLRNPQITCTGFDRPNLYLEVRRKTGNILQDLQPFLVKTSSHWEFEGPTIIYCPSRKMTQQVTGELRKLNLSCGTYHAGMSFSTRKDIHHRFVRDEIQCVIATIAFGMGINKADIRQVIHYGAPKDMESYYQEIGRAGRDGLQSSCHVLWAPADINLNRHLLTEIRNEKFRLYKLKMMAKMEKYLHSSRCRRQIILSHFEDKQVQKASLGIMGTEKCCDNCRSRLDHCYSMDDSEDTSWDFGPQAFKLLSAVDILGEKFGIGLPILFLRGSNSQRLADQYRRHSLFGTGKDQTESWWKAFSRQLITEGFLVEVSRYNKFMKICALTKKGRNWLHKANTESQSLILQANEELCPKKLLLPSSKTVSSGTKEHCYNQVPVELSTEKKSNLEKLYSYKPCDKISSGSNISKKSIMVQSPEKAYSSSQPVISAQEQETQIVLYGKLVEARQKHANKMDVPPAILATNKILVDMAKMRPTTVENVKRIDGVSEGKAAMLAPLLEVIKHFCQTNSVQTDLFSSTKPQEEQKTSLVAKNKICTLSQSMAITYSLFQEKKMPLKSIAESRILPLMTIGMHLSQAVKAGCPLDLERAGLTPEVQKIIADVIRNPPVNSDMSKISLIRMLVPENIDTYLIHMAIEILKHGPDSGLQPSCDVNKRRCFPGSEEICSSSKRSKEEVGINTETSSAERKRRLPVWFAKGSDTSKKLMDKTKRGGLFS
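Kinetic fluorescence helicase assay: unwinding of a quenched forked DNA duplex (100 nM final) with 2 mM ATP final raises red fluorescence (525/598 nm). Compounds sat 15 min at room temperature with 20 nM WRN beforehand.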
MCF10A rerep: inducers of DNA re-replication in MCF 10A breast cells; MCF 10A DNA re-replication, Hoechst nuclear intensity, 48 h; Potency, µM (titrated, usually from 46.1 µM), inactives show at the top dose activity, positive = re-replication, usual class: activators; 350,000 tested, 2.9% active; AID 624296; note: potency is the fitted concentration of half-maximal effect; % of control where 0% means no effect; nearly all actives have a fitted effect of over 50% in size
* = called active by the depositor; u = inconclusive; x = no result given; [ ] = remark or other dose. Unless noted, calls come from the whole dose curve; as a rule, active = well fitted curve in the direction sought with a large enough effect; inconclusive = small, poorly fitted or top-dose-only effect, or another doubt; inactive = no such curve, though single readings can be large; an effect the other way counts as inactive or inconclusive.

mol,HT1080 IDH1KD tx,SW480 rereplic,ATXN2 expr inh,KB-3-1 tox,KB-V1 cytotox,IL-1B inflam inh,HT1080NT lethal,WRN helicase inh,MCF10A rerep
C=CCn1c(SCC(=O)O)nnc1-c1cccs1,2.3%,-18.6%,x,5.8%,23.3%,-9.1,6.6%,-3.8%,0.1%
O=C1CCC(C(=O)OCC(=O)Nc2ccc(OC(F)F)cc2)=NN1,2.5%,x,x,0.0%,27.2%,-2.2,-0.9%,11.1%,x
CCN(CC#CCC(O)(c1ccccc1)c1ccccc1)C(C)C,-7.9%,-3.9%,-6.2%,-0.9%,-0.8%,0.0,0.1%,-16.5%,16.0%
Cc1oc(-c2cccc(Br)c2)[n+]([O-])c1C,2.3%,6.1%,22.6%,-21.6%,-8.3%,25.4,-4.0%,-2.2%,-6.6%
CC(=O)Nc1cccc(-c2csc(C(C)(O)c3ccccc3)n2)c1 (centres undefined),2.6%,x,1.3%,0.0%,u,59.4,-1.9%,-7.6%,x
CCc1cccc(C)c1N(C(=O)Cn1c(COC)nc2ccccc21)C(C)COC (centres undefined),7.5%,3.4%,-0.6%,-11.1%,-11.3%,1.8,-1.0%,3.2%,0.3%
Cc1cc(NC(=O)c2noc3c2CCCCC3)nn1Cc1ccc(Cl)cc1,-6.8%,-3.9%,2.1%,-7.1%,-2.2%,5.6,2.1%[9.24 µM],-4.8%,-2.1%
CCN(CC)S(=O)(=O)c1ccc(/C(O)=C2/C(=O)C(=O)N(CCOC)C2c2ccccc2)cc1 (centres undefined),5.2%,-0.5%,-7.2%,11.7%,u,4.6,7.9%,-0.4%,-7.7%
CCOC(=O)c1ccc2c(c1)nc(COc1ccc(OC)cc1)n2CC,-1.3%,-0.9%,-4.7%,3.0%,-9.4%,8.0,0.3%,0.4%,-18.8%
O=S(=O)(c1cnc[nH]1)N1CCN(c2ccc(F)cc2)CC1,-0.1%,-8.2%,-13.7%,0.0%,22.3%,0.1,-1.3%,-1.5%,1.6%
COC(=O)CN1C(=S)N(c2ccc(F)cc2)C(=O)C1CC(=O)Nc1ccc(F)cc1 (centres undefined),-2.3%,0.8%,-7.5%,u,8.6%,15.9,-5.0%,-5.2%,9.2%
Cc1ccc(S(=O)(=O)N2C[C@@H](C)[C@]3(C2)[C@H](O)[C@H](OC(=O)NCc2ccco2)C[C@H]2C(=O)N(c4ccccc4)C(=O)[C@H]23)cc1,2.3%,x,9.5%,-19.3%,7.5%,-8.9,0.9%,7.4%,x
CN(C)CCNC(=S)Nc1ccccc1C(C)(C)C,14.2%,0.5%,-21.1%,6.4%,-12.7%,-13.6,16.3%,10.9%,0.4%
COc1ccc(OC)c(S(=O)(=O)N2CCCc3ccccc32)c1,-9.0%,4.0%,-7.4%,-1.3%,-20.3%,43.5,-13.8%,1.3%,-2.0%
CC(O)CNc1nc2ccccc2n1-c1ncnc2sc3c(c12)CCC3 (centres undefined),u,-0.4%,-26.6%,u,13µM*,u,u,-6.1%,20.5%
COc1ccc(CN=CC2=C(O)CNC2=O)cc1,9.6%,-2.8%,-7.4%,0.0%,0.0%,u,15.7%,-7.9%,-2.1%
CN(C1CCCC1)C1CCN(C(=S)Nc2cc(F)cc(F)c2)CC1,-5.7%,-15.8%,-1.9%,-3.1%,-1.5%,-9.8,-1.3%,8.7%,-2.4%
NC(=O)c1sc2nnc(-c3ccccc3)c(-c3ccccc3)c2c1N,-6.3%,-4.3%,-13.8%,u,1.5%,-15.3,2.5%,-28.8%,12.2%
CS(=O)(=O)c1ccccc1C(=O)Nc1ccccc1Cc1ccccc1,4.0%,u,5.0%,-21.5%,u,-7.1,-14.3%,-7.5%,35.2%
Cc1cc(S(=O)(=O)N2CCN=C2c2ccccc2)ccc1F,-17.3%,-1.2%,-9.8%,-4.6%,u,-7.6,8.4%,-7.8%,3.4%

The list goes on, overlapping the part above by five compounds.
mol,HT1080 IDH1KD tx,SW480 rereplic,ATXN2 expr inh,KB-3-1 tox,KB-V1 cytotox,IL-1B inflam inh,HT1080NT lethal,WRN helicase inh,MCF10A rerep
COc1ccc(CN=CC2=C(O)CNC2=O)cc1,9.6%,-2.8%,-7.4%,0.0%,0.0%,u,15.7%,-7.9%,-2.1%
CN(C1CCCC1)C1CCN(C(=S)Nc2cc(F)cc(F)c2)CC1,-5.7%,-15.8%,-1.9%,-3.1%,-1.5%,-9.8,-1.3%,8.7%,-2.4%
NC(=O)c1sc2nnc(-c3ccccc3)c(-c3ccccc3)c2c1N,-6.3%,-4.3%,-13.8%,u,1.5%,-15.3,2.5%,-28.8%,12.2%
CS(=O)(=O)c1ccccc1C(=O)Nc1ccccc1Cc1ccccc1,4.0%,u,5.0%,-21.5%,u,-7.1,-14.3%,-7.5%,35.2%
Cc1cc(S(=O)(=O)N2CCN=C2c2ccccc2)ccc1F,-17.3%,-1.2%,-9.8%,-4.6%,u,-7.6,8.4%,-7.8%,3.4%
N#CCCN1CCN(S(=O)(=O)c2ccc(C#N)cc2)CC1,-0.4%,-6.3%,-1.1%,13.3%,-11.2%,4.6,-1.2%,-18.7%,-0.4%
CCC(=O)c1ccc(OCC(=O)N2CCN(C(=O)c3ccccc3)CC2)cc1,0.2%,-10.6%,7.3%,2.5%,u,7.2,12.6%[9.24 µM],3.5%,-2.3%
COc1ccc(-c2c(C)nn3c(N4CCC5(CC4)OCCO5)cc(C)nc23)cc1OC,-2.2%,10.3%,-8.8%,-3.2%,-11.9%,-24.4,-1.0%,5.2%,u
CCCCN(C(=O)C1CC(=O)N(c2ccc(C)cc2)C1)c1c(N)n(CCC)c(=O)[nH]c1=O (centres undefined),-1.5%,6.1%,-15.2%,-0.2%,0.0%,4.6,-2.3%,-0.9%,1.8%
CCN(c1ccccc1)S(=O)(=O)c1cccc(C(=O)N2CCN(S(=O)(=O)c3ccccc3)CC2)c1,6.2%,-1.3%,-15.2%,-7.7%,u,-3.3,2.0%,-6.7%,u
CC(C)(C)n1ncc2c(=O)n(CC(=O)NCc3ccccc3)cnc21,16.4µM*,20.6µM*,u,7.31µM*,u,26.9,16.4µM*,9.1%,14.6µM*
O=C(CSc1ncccn1)N/N=C/c1cccc([N+](=O)[O-])c1,15.4%,-3.6%,-8.1%,u,u,24.4,13.1%,1.8%,-2.9%
CC(CCNC(=O)c1ccccc1)(CCNC(=O)c1ccccc1)[N+](=O)[O-],5.4%,0.9%,8.4%,7.9%,14.6µM*,-16.3,-0.2%,9.4%,1.6%
Cc1ccccc1C(C(=O)NC1CCCCC1)N(C(=O)c1ccccn1)c1cccnc1 (centres undefined),0.4%,-6.0%,-12.0%,13.2%,-20.9%,-5.8,12.2%,8.7%,-2.8%
COc1cccc(CNC(=O)COc2cc3c(c4oc(=O)cc(C)c24)CCC(C)(C)O3)c1,-5.0%,-5.1%,-22.2%,0.0%,9.0%,-7.5,-0.6%,2.3%,14.6%
O=C(c1cc(Br)ccc1O)N1CCN(S(=O)(=O)Cc2ccccc2)CC1,-3.3%,2.4%,-8.9%,7.3%,u,0.0,-25.7%,-7.1%,-2.2%
CCOC(=O)c1cc2c(C(F)(F)F)cc(-c3ccccc3)nc2o1,5.1%,4.6%,-0.6%,-4.7%,-26.9%,9.1,-0.3%,3.7%,5.2%
COc1cccc(-n2sc3c(c2=S)-c2cc(OC)ccc2NC3(C)C)c1,u,u,u,u,u,-22.8,u,-8.3%,u
O=C1C2CCCN2C(=O)N1CCCCN1CCN(c2cccc(Cl)c2)CC1 (centres undefined),-9.6%,-703.2%,-14.6%,-38.2%,8.2µM*,13.5,-4.4%,-0.1%[11.6 µM],u
CCOC(=O)c1cccc(NC(=S)NC(=O)c2cccnc2)c1,15.0%,-9.0%,6.8%,10.6%,1.0%,41.8,6.4%,0.7%,-11.9%
O=c1[nH]nc2c3ccccc3cnn12,23.4%,-15.6%,2.4%,26.5%,0.0%,-6.4,26.6%,-7.9%,20.3%
N#Cc1c(N)sc2c1CCN(CCc1ccccc1)C2,-7.6%,-0.8%,-3.9%,-3.3%,4.3%,1.5,-1.6%,8.2%,-6.0%
O=C(O)Cn1nncc1-c1ccc(C(F)(F)F)cc1,6.0%,x,3.4%,0.0%,4.4%,20.5,12.4%,5.3%,x
Cc1[nH]c2ccccc2c1/C=C/C(=O)c1ccncc1,-1.3%,u,-19.5%,-0.9%,-3.8%,-12.1,-3.4%,-21.7%,8.3%
CC(=O)N1CCN(c2ccc(S(C)(=O)=O)cc2[N+](=O)[O-])CC1,15.3%,-2.6%,3.4%,10.7%,27.3%,6.1,24.6%,1.7%,1.4%
